DRD3 agonist: activates the human D3 dopamine receptor; P35462; max activation, %; hit rate 0.58% among 410,000; D3R DiscoveRx beta-arrestin cells, luminescence, 90 min; in the data active = max activation above about 30%; note: 0% is about no effect; mostly tested at two doses, the higher about 12 µM
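Agonist mode: compounds and dopamine controls were applied to plated cells for 90 min at 37 degrees C after an overnight attachment at 1500 cells/well. Luminescent read-out followed 30 - 60 minutes at room temperature with DiscoveRx detection reagent.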
Abeta rescue: restores growth of yeast expressing A-beta42 peptide. AID 1347071. yeast expressing A-beta42, growth rescue, OD600, 48 h; response scale: 0% DMSO, 100% iron-clioquinol control. Potency, µM (top dose mostly 46.1 µM), for the others: at the highest dose growth rescue, hits mostly activators. hit rate 0.063% among 410,000; note: potency is the fitted concentration of half-maximal effect; nearly all actives have a fitted effect of over 55% in size
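Growth rescue measured by 600 nm absorbance after 48 h yeast culture at 30 C with compound. Values normalized between DMSO and an equimolar ferric chloride plus clioquinol control.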
EPAC2 antagonist: blocks human EPAC2 exchange factor; Potency, µM (series often up to 114 µM), inactives show top-dose activity, negative = inhibition, usual class: inhibitors; Q8WZA2; hit rate 0.18% among 360,000; EPAC2 GEF exchange of Rap1B-BODIPY-GDP, fluorescence; note: potency is the fitted concentration of half-maximal effect; % is set by controls: 0 for no effect and ±100 for the full control effect; nearly all actives have a fitted effect of over 45% in size; many of its hits are not listed in these tables
Target sequence (Q8WZA2 whole entry, looked up): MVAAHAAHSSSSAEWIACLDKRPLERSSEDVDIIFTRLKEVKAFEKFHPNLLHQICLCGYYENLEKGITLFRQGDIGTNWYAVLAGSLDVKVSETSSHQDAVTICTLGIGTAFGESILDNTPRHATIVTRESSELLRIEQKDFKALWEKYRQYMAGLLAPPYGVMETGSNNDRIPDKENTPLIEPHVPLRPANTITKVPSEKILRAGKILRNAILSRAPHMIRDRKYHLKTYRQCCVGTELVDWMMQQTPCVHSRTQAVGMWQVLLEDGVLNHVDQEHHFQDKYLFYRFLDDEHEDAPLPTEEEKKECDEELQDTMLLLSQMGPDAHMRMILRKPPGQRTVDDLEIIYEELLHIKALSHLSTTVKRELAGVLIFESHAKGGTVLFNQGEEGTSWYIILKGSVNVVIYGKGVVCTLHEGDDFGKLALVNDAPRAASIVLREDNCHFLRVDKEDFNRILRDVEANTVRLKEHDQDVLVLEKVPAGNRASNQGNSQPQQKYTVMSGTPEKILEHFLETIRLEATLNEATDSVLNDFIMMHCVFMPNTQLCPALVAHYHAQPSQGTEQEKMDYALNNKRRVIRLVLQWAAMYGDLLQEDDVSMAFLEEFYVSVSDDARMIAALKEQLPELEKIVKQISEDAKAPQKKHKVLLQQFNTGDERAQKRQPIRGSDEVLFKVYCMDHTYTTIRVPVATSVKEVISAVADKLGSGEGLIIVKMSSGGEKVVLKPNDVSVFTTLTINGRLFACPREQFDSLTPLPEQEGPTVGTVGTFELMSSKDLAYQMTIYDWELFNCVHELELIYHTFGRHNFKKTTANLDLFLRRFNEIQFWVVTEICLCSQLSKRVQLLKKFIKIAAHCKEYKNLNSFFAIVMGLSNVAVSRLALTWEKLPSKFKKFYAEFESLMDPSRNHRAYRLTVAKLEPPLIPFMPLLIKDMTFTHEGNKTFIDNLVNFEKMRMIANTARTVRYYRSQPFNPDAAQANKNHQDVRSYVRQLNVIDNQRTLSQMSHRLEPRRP
DRD3 antagonist: blocks the human D3 dopamine receptor; P35462; D3R cells, DiscoveRx beta-arrestin luminescence, antagonist mode; stronger effect = lower value; max response, negative = inhibition, %; hit rate 2.5% among 360,000; AID 652054; in the data active = max response below about -50%; inconclusive = no clear call, values can overlap the other calls; note: % is set by controls: 0 for no effect and ±100 for the full control effect; mostly tested at two doses, the higher about 12 µM
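Cells expressing the human receptor were seeded at 1500 cells/well, incubated overnight at 37 degrees C in 5% CO2, then exposed to library compounds with dopamine controls for 90 minutes at 37 degrees C before luminescent detection.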
TDP-43 yeast inh: inhibitors of TDP-43 toxicity in yeast; TDP-43 expressing yeast growth rescue, BacTiter-Glo, 24 h; Potency, µM (top dose mostly 46.1 µM), for inactives: top-dose growth rescue (activation), usual class: activators; hit rate 1.8% among 410,000; AID 652104; note: potency is the fitted concentration of half-maximal effect; % of control where 0% means no effect; nearly all actives have a fitted effect of over 50% in size
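Yeast expressing TDP-43 (pregrown in raffinose, seeded at OD600=0.02 in galactose medium) exposed to compounds 24 hr at 30 deg C. Growth read by BacTiter-Glo luminescence; rescue of toxicity appears as increased signal.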
EPAC2 ag: agonists of human EPAC2 (RAPGEF4) | AID 720711 | hit rate 0.079% among 360,000 | Potency, µM (top dose mostly 154 µM), without a hit: top-dose activation, most hits filed as activators | Q8WZA2 | EPAC2 activation, biochemical qHTS; response scale: 100% = 6.5 mM cAMP response; note: potency is the fitted concentration of half-maximal effect; nearly all actives have a fitted effect of over 50% in size
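Fluorescence exchange assay: 100 nM EPAC2 with 250 nM RAP1B-BODIPY-GDP and 50 uM GDP; compounds tested as a concentration-titration series (qHTS). Loss of Rap1-bound BODIPY-GDP fluorescence read at 480/540 nm; data normalized to 6.5 mM cAMP.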
aSyn rescue: alpha-synuclein toxicity inhibition in yeast; Yeast expressing alpha-synuclein, growth rescue, BacTiter-Glo, 24 h; Potency, µM (series often up to 46.1 µM), inactives show at the highest dose growth rescue (activation), hits mostly activators; hit rate 0.14% among 370,000; AID 652106; note: potency is the fitted concentration of half-maximal effect; % of control where 0% means no effect; nearly all actives have a fitted effect of over 65% in size
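Screening used galactose-induced yeast with toxic alpha-synuclein levels, exposed to compound for 24 hr at 30 deg C. Cell growth, read with BacTiter-Glo luminescence, gave the measured signal.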
FUS yeast rescue: FUS proteinopathy suppression in yeast; S. cerevisiae FUS-expressing, growth rescue, OD600, 24 h; Potency, µM (highest dose often 76.6 µM), inactives show at the top dose growth rescue (activation), actives largely listed as activators; hit rate 0.24% among 390,000; AID 1347120;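 note: potency is the fitted concentration of half-maximal effect; plate controls were DMSO vehicle for no effect and reference control for full effect; nearly all actives have a fitted effect of over 55% in size; some results filed as inactive show a strong effect at the top dose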
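Restored growth of FUS-toxic S. cerevisiae, read as 600 nm absorbance after 24 h at 30C in galactose medium (starting OD 0.005). Controls CP55940 and DMSO.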
Active calls of the source: *; ? = inconclusive; nt = no result given; [ ] = another dose, or the depositor's remark. Unless noted, calls come from the whole dose curve; as a rule, active = well fitted curve in the direction sought with a large enough effect; inconclusive = small, poorly fitted or top-dose-only effect, or another doubt; inactive = no such curve, though single readings can be large; an effect the other way counts as inactive or inconclusive. The list is partial; the hit share may differ from the screen's.

The first three compounds, to show the layout:
SMILES	DRD3 agonist	Abeta rescue	EPAC2 antagonist	DRD3 antagonist	TDP-43 yeast inh	EPAC2 ag	aSyn rescue	FUS yeast rescue
CC(C)(C)c1ccc(C(=O)NC(=S)NCc2ccco2)cc1	5.1	?	-3.0%	-8.2	0.0%	12.1%	-8.1%	7.0%
CCOc1ncccc1C(=O)OCC(=O)Nc1c(C)cc(C)cc1C	1.5	-7.1%	-4.3%	2.6	-2.4%	6.1%	1.8%	21.9%
Cc1ccc(-c2nc3c(C)cccn3c2Nc2ccccc2C)s1	5.7	3.9%	nt	nt	?	nt	nt	20.3%

The listing (from the top)
SMILES	DRD3 agonist	Abeta rescue	EPAC2 antagonist	DRD3 antagonist	TDP-43 yeast inh	EPAC2 ag	aSyn rescue	FUS yeast rescue
CC(C)(C)c1ccc(C(=O)NC(=S)NCc2ccco2)cc1	5.1	?	-3.0%	-8.2	0.0%	12.1%	-8.1%	7.0%
CCOc1ncccc1C(=O)OCC(=O)Nc1c(C)cc(C)cc1C	1.5	-7.1%	-4.3%	2.6	-2.4%	6.1%	1.8%	21.9%
Cc1ccc(-c2nc3c(C)cccn3c2Nc2ccccc2C)s1	5.7	3.9%	nt	nt	?	nt	nt	20.3%
COc1ccccc1Nc1c2c(nc3ccc(NC(=O)c4ccc(N(C)C)cc4)cc13)CCCC2	-23.8	-17.1%	nt	nt	-18.0%	nt	nt	39.6%
Cn1cccc1CC(=O)NNC(=S)NC(=O)c1ccc(F)cc1	-0.6	?	9.4%	-5.9	?	13.3%	?	9.5%
COc1ccc(OC)c(NC(=O)C2CCCN2C(=O)OCc2ccccc2)c1 (stereo not given)	-4.5	-5.1%	-5.8%	0.0	4.5%	-9.4%	-1.5%	-6.0%
CCOc1ccc(N2CC(NC(=O)C3CCCC3)CC2=O)cc1 (stereo not given)	10.4	-1.2%	nt	nt	20.8%	nt	nt	2.0%
Cc1cccc(Nc2nc(N)c([N+](=O)[O-])c(N3CCC(C)CC3)n2)c1	24.3	-82.6%[inhibitor]	-25.6%	13.7	25.1µM*	9.4%	4.8%	19.9%
COc1ccc(-c2nc3scc(CCNS(=O)(=O)c4ccc(C)cc4)n3n2)cc1	11.8	-1.8%	nt	nt	?	nt	nt	16.8%
c1cnc(NCCSSCCNc2ncccn2)nc1	-3.1	3.9%	0.2%	-18.8	12.0%	17.5%	0.5%	-13.0%
COC(=O)c1ccc2cc(C)cc(C)c2n1	-8.8	-30.0%	-2.8%	-16.1	7.9%	7.9%	-21.6%	-30.7%
O=C(Nc1ccccc1F)C(c1ccccc1)N1Cc2ccccc2C1=O (stereo not given)	-2.2	11.7%	nt	nt	0.0%	nt	nt	4.9%
CCOc1cc(/C=N/NC(=O)c2c(-c3ccccc3)noc2C)ccc1O	7.8	6.1%	1.5%	21.9	3.2%	-3.4%	0.0%	-14.8%
O=C(O)CCCC(=O)Nc1ccc(C(=O)N2CCCCC2)cc1	-10.1	0.1%	-2.1%	-24.4	-4.3%	-6.2%	-3.7%	-1.2%
COCc1[nH]nc2c1C(c1cc(OC)c(O)c(OC)c1)C(C#N)=C(N)O2 (stereo not given)	0.2	-18.1%	19.5%	?	0.9%	5.3%	-4.2%	21.4%
CC(Cc1ccccc1)N1CCCC1=O (stereo not given)	-8.4	0.0%	10.4%	-1.1	11.3%	-0.8%	-7.1%	nt
N#Cc1ccccc1S(=O)(=O)N1CCN(C(=O)c2ccc(-n3cncn3)c([N+](=O)[O-])c2)CC1	-5.0	1.3%	8.5%	1.3	-25.4%	9.3%	-2.8%	3.2%
O=C(Nc1ccc(Cl)c([N+](=O)[O-])c1)c1ccco1	4.9	-29.0%	5.7%	13.8	?	4.9%	-19.6%	-12.6%
O=C(CN(C(=O)CCC(=O)Nc1nccs1)c1ccccc1F)NCc1ccc2c(c1)OCO2	-2.0	-4.2%	5.1%	8.2	-13.8%	-7.2%	-6.2%	4.8%
COC(=O)c1ccccc1NC(=O)CSc1n[nH]c(-c2cccnc2)n1	1.8	-11.9%	-5.2%	4.0	-18.3%	2.8%	1.3%	10.9%
CC(=O)N1CCC(N(CCN2CCOCC2)C(=S)Nc2cc(C)cc(C)c2)CC1	0.7	-8.5%	2.6%	2.6	10.1%	9.5%	-0.8%	5.3%
COc1ccc(CC(NC(C)=O)C(=O)NC2CCN(C(=O)Nc3ccc(C#N)cc3)CC2)cc1OC (stereo not given)	-2.3	-4.9%	11.5%	-17.0	-31.2%	-1.8%	-4.6%	14.6%
COc1ccccc1C(=O)Nc1ccc(N2CCN(C(C)=O)CC2)cc1	-2.2	-1.6%	-0.6%	0.3	-7.6%[9.22 µM]	-2.3%	1.5%	2.9%
COc1ccc(CN2C(=O)CN(S(C)(=O)=O)CC2(C)C(=O)Nc2ccc3c(c2)OCCO3)cc1OC (stereo not given)	-13.7	-16.0%	12.5%	0.0	-15.8%	16.3%	-0.4%	17.4%
COc1ccc(-c2nn(C)c3sc(C(=O)N4CCN(c5cccc(Cl)c5)CC4)cc23)cc1OC	18.1	-36.3%[inhibitor]	nt	nt	?	nt	nt	?
COc1ccccc1NS(=O)(=O)c1ccc(C)c(C(=O)NCC(c2ccco2)N(C)C)c1 (stereo not given)	-10.5	-1.2%	2.4%	13.0	3.1%	-9.8%	3.1%	9.8%
COc1cc(/C=C2\SC(=S)N(NC(=O)c3ccccc3O)C2=O)ccc1O	-3.2	-23.6%	-24.2%	-15.7	-26.6%	3.3%	-7.1%	17.5%
O=C(Oc1ccc2c3c(c(=O)oc2c1)CCCC3)c1ccco1	-1.8	-24.0%	-2.3%	-3.9	?	8.8%	?	15.3%
Cc1ccccc1N(CC(=O)NC1CCCCC1)C(=O)c1csnn1	-6.7	-3.2%	-11.3%	-0.6	2.8%	3.5%	1.5%	20.0%
COc1ccc(S(=O)(=O)N2CCOCC2)cc1Br	-0.3	5.3%	-3.3%	11.3	-0.2%	8.4%	11.1%	-3.8%
COc1ccc(NC(=O)CSCC(=O)Nc2ccc(S(=O)(=O)N3CCOCC3)cc2)cc1	-13.5	-9.9%	10.5%	26.2	17.9%	4.9%	-0.8%	-1.3%
CCC(c1nnnn1Cc1ccc2c(c1)OCO2)N1CCN(c2ccc(OC)cc2)CC1 (stereo not given)	3.8	-12.9%	-19.2%	-16.4	-0.2%	5.4%	12.6%	30.3%
COc1ccc(OC)c(CCNC(=O)CN2C(=O)COc3ccc(S(=O)(=O)N4CCOCC4)cc32)c1	-10.3	-3.4%	3.1%	-17.5	-24.1%	1.8%	-1.8%	-4.0%
Cc1oc(-c2cccs2)cc1C(=O)N1CCC(C)(C(=O)NS(=O)(=O)C2CC2)C1 (stereo not given)	9.2	-11.6%	-24.0%	16.2	15.1%	4.9%	10.4%	7.4%
Brc1ccc2ncc3ccccc3c2c1	8.8	-4.6%	-3.4%	31.4	17.6%	7.9%	13.3%	nt
CSc1c(CC(=O)NCCCO)n(Cc2ccccc2)c2ccccc12	8.4	4.8%	-6.3%	-6.6	0.7%	4.4%	-0.7%	11.8%
CC(=O)c1ccc(N2C(=O)C3C(C2=O)C(C(=O)c2ccc(Cl)cc2)N2CCCC32)cc1 (stereo not given)	-7.4	-1.4%	239.9%[activator]	-19.3	-13.7%	100µM*	14.4%	?
CCC(C)[C@H](NC(=O)C1CC(=O)N(c2ccc3c(c2)OCCO3)C1)C(=O)NC1CCCC1 (stereo not given in full)	-3.6	15.4%	23.7%	-0.6	-14.2%	-5.4%	-4.6%	16.0%
COCCCNC(=O)CC(NS(=O)(=O)c1ccc(C)cc1)c1ccc(OC)cc1 (stereo not given)	-3.6	10.5%	3.4%	-16.1	-22.6%	5.6%	5.5%	-4.9%
N=c1c(S(=O)(=O)c2ccccc2)cc2c(=O)n3ccccc3nc2n1C1CCCCC1	7.1	5.7%	-1.8%	6.7	-27.3%	4.0%	11.6%	15.0%
CC(=O)Nc1ccc(S(=O)(=O)N2CCN(c3ncccn3)CC2)cc1	4.5	8.8%	1.3%	-6.7	12.5%	-0.8%	1.7%	-11.6%
CN(C)C(=O)NC(NC(=S)Nc1ccccc1)C(Cl)(Cl)Cl (stereo not given)	4.1	-2.8%	-4.5%	1.2	25.4%	2.8%	-0.8%	-6.6%
COc1cccc2c1c(NC(=O)Nc1ccc(F)cc1F)nn2C	-3.5	8.4%	0.1%	0.5	-7.6%[1.82 µM]	2.5%	-1.4%	5.8%
CN1CCN(C(=O)C2(NC(=O)Nc3cccc(F)c3)CCCCC2)CC1	-1.9	1.6%	-1.9%	-28.6	3.5%	2.8%	-2.1%	-2.8%
Cc1ccccc1N1CC(C(=O)N2CCCCCC2)CC1=O (stereo not given)	-2.3	-6.9%	0.0%	4.5	-7.2%	0.1%	2.5%	7.5%
COc1ccc(CNC(=O)CN2CCN(S(=O)(=O)c3cc(Br)ccc3Br)CC2)cc1OC	2.5	10.0%	0.7%	16.0	7.0%	1.4%	4.5%	15.6%
Cc1cc(=O)oc2cc(OCC(=O)OCC(=O)NCc3ccc4c(c3)OCO4)ccc12	-6.2	7.2%	5.4%	-0.9	21.2%	-1.2%	-3.5%	19.2%
CCC(C(=O)N1CCN(c2ccccc2)CC1)n1nc(C)c2sc3ccccc3c2c1=O (stereo not given)	2.3	-2.3%	nt	nt	20.8%	nt	nt	-9.6%
Cc1ccc(S(=O)(=O)NC2=NCN(Cc3cccnc3)CN2)cc1	1.5	-4.7%	-3.1%	-24.2	-27.0%	2.8%	1.0%	4.3%
Cc1cc(C)c(NC(=O)CSc2nnc(-c3ccncc3)n2Cc2ccco2)c(Cl)c1	8.1	1.8%	2.8%[57.1 µM]	-1.7	8.6%	6.0%	3.5%	22.0%
Cn1c(CNC(=O)CNC(=O)c2ccccc2)cc(=O)n(C)c1=O	4.2	0.3%	1.6%	-4.0	-0.3%	1.2%	-6.8%	28.3%

Quoted at random: 2 entries already listed.
SMILES	DRD3 agonist	Abeta rescue	EPAC2 antagonist	DRD3 antagonist	TDP-43 yeast inh	EPAC2 ag	aSyn rescue	FUS yeast rescue
Cc1ccccc1N1CC(C(=O)N2CCCCCC2)CC1=O (stereo not given)	-2.3	-6.9%	0.0%	4.5	-7.2%	0.1%	2.5%	7.5%
CN1CCN(C(=O)C2(NC(=O)Nc3cccc(F)c3)CCCCC2)CC1	-1.9	1.6%	-1.9%	-28.6	3.5%	2.8%	-2.1%	-2.8%
